Screening data deposited in PubChem by Sanford-Burnham Center for Chemical Genomics.
mIAP inh – mouse IAP inhibition. purified mouse IAP, CDP-Star luminescence, 30 min. inhibition, % at 10 µM. 330,000 compounds, 0.2% hits. AID 2806;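 active means inhibition of at least 40% at 10 µM in the primary screen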;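 further: plate controls were DMSO with enzyme for no effect and no enzyme wells for full effect; values of inactives mirror those of a sister screen read the other way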
ATG4B inhibitor – ATG4B (human) cysteine protease inhibition; ATG4B cleavage of LC3-PLA2, NBD-HPC fluorescence, 1 h; AID 504462; Q9Y4P1; 340,000 compounds, 0.51% hits; inhibition, % at 8.33 µM; in the data active means inhibition above about 40%
Target sequence (Q9Y4P1 whole entry, looked up): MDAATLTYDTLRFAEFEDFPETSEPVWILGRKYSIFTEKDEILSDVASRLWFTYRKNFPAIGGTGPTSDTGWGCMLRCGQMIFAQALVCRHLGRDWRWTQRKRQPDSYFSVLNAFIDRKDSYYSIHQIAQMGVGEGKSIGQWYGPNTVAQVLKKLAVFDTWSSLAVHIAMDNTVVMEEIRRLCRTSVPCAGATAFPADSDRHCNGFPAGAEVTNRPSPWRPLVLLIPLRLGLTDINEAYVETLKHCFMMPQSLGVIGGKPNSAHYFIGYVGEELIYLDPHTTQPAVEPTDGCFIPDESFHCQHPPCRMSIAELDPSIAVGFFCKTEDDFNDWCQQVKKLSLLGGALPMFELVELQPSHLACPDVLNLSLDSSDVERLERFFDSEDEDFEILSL
A3G deaminase – inhibitors of human APOBEC3G DNA deaminase. Q9HC16. recombinant A3G, ssDNA deamination FAM/TAMRA fluorescence. inhibition, % at 20 µM. 330,000 compounds, 0.28% hits. AID 493012;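 active means inhibition of at least 40% at 20 µM, with no more than 30% in the related APOBEC3A deaminase screen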;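 further: plate controls were DMSO wells with A3G for no effect and wells lacking A3G enzyme for full effect; some compounds called inactive have numbers as strong as hits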
hIAP block – blocks human intestinal alkaline phosphatase; P09923; purified IAP, CDP-Star luminescence, 30 min; inhibition, % at 10 µM; 330,000 compounds, 0.12% hits; AID 2544;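 active means inhibition reaching a set limit with compound at 10 µM in the primary screen, cut at about 35% in these data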;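 further: plate controls were DMSO wells with enzyme for no effect and no-enzyme buffer wells for full effect; values of inactives mirror those of a sister screen read the other way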
Target sequence (P09923 whole entry, looked up): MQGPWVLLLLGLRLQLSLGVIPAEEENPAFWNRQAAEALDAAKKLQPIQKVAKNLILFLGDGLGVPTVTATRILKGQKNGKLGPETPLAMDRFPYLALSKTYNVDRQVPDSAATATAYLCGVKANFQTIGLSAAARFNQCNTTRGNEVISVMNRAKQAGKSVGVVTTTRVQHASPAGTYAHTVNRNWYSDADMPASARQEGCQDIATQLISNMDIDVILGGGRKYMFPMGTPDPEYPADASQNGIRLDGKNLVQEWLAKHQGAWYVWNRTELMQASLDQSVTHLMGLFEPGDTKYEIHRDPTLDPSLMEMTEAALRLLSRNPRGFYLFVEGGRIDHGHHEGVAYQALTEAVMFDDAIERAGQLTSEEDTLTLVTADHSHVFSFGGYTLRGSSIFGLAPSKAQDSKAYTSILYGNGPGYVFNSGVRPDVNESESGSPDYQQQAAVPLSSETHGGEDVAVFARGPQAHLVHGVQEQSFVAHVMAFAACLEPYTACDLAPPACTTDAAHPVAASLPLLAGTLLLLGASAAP
MIN6 prolif – induces beta-cell replication in MIN6 cells. AID 2380. MIN6 cells proliferation, ATPlite luminescence, 48 h; cells starved in 0.2% serum; 100% = growth in 10% serum. 330,000 compounds, 0.29% hits. proliferation, % at 10 µM;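 active means compounds whose signal lies at least 3.5 SD above the mean of all wells on their plate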;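 further: 0% = DMSO-treated cells in low-serum medium and 100% = 10% serum control; some compounds called inactive have numbers as strong as hits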
APOBEC3A inh – human APOBEC3A DNA deaminase inhibition | P31941 | recombinant A3A, FAM/TAMRA ssDNA deamination fluorescence | inhibition, % at 20 µM | 330,000 compounds, 0.41% hits | AID 493011;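 active means at least 40% inhibition at 20 µM here, with at most 30% in a related deaminase screen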;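 further: plate controls were A3A with DMSO for no effect and wells lacking A3A enzyme for full effect; some results filed as inactive read as strong as hits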
MPTP inh – inhibitors of mitochondrial permeability transition pore; isolated mouse mitochondria, Ca2+ swelling absorbance, 30 min; inhibition, % at 10 µM; 360,000 compounds, 1.4% hits; AID 602449;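 active means inhibition of 50% or more, scaled per plate between neutral and stimulator controls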;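 further: 0% = DMSO wells given calcium and 100% = 1 mM EGTA wells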
mIAP act – mouse IAP activation; muIAP, CDP-Star luminescence, 30 min; hits give high values; 1 = vehicle-only enzyme signal, 0 = enzyme-free wells; activation factor at 10 µM; 330,000 compounds, 0.24% hits;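 active means activation factor of at least 2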; further: the source names both 10 and 20 µM as test concentration; values of inactives mirror those of a sister screen read the other way
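Assay system: mouse IAP enzyme; Reagent: CDP-Star chemiluminescent phosphatase substrate; Compound: DMSO-dissolved test compounds; Incubation: 30 min, room temperature; Technique: luminescence from enzymatic CDP-Star hydrolysis; Controls: DMSO-only wells and no-enzyme negative control.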
hIAP activ – increases human intestinal alkaline phosphatase activity | 330,000 compounds, 0.16% hits | P09923 | purified human IAP, CDP-Star luminescence, 30 min; hits give high values; 1 = vehicle-only enzyme, 0 = enzyme-free background | activation factor at 10 µM;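 active means activation factor of the enzyme at least 2-fold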; further: the source names both 10 and 20 µM as test concentration; values of inactives mirror those of a sister screen read the other way
Numbers without * were called inactive; x = no result given.

The line under a structure holds: MPTP inh	mIAP inh	mIAP act	APOBEC3A inh	hIAP block	ATG4B inhibitor	hIAP activ	MIN6 prolif	A3G deaminase
[1] Cc1cc2nc3c(nc2cc1C)C1(C(=O)N(C)C)CCC3(C)C1(C)C (stereo not drawn)
 : 2.2	-1	1	1	6	-1	0.94	-1	-4
[2] O=C(COc1ccccc1Br)Nc1ccc(S(=O)(=O)N2CCCC2)cc1
 : 1.2	-25	1.2	-2	-7	-3	1.1	-3	-2
[3] CC1(C)CC(=O)C=C(Nc2ccc3c(c2)OCCO3)C1
 : -9.0	-3	1	16	2	-4	0.98	1	-3
[4] Cn1nnnc1SCC(=O)Nc1nc(-c2ccc(F)c(F)c2)cs1
 : -2.1	4	0.96	-3	-1	-7	1	1	-8
[5] O=c1c2ccccc2[nH]c(=S)n1CCC1=CCCCC1
 : 0.0	7	0.93	-4	2	2	0.98	-2	-3
[6] O=C(Nc1ccc(Nc2ccccc2)cc1)c1ccc(Br)cc1
 : 1.4	0	1	-5	-2	-3	1	-2	-3
[7] CNC(=O)Nc1ccccc1C(=O)Nc1ccccc1
 : 0.2	6	0.94	0	6	6	0.94	1	2
[8] COc1cc(/C=N/NC(=O)c2cccc(C)c2)ccc1OCC(=O)Nc1ccccc1
 : -4.7	-2	1	-3	-19	2	1.2	-3	-4
[9] COc1cc(C2/C(=C(\O)c3ccc4c(c3)OCCO4)C(=O)C(=O)N2CCN2CCOCC2)cc(OC)c1OC (stereo not drawn)
 : -1.1	-8	1.1	-3	-7	8	1.1	-1	-5
[10] Cn1c(-c2ccccc2)cc2onc(-c3ccccc3)c2c1=O
 : 0.0	-2	1	0	0	-6	0.99	-7	-5
[11] CC(C)C[C@@H]1NC(=O)[C@H](C(C)C)NC(=O)c2cc([N+](=O)[O-])cc(I)c2OCC[C@@H](C(N)=O)NC1=O
 : 0.0	-1	1	3	4	6	0.96	-2	-6
[12] CC(Oc1ccccc1)C(=O)N1CCN(c2ccc(N3CCCCC3)nn2)CC1 (stereo not drawn)
 : -0.9	2	0.98	0	-13	9	1.1	1	-1
[13] COc1cc(NC(=O)CN2C(=O)NC(C)(CCC(C)C)C2=O)cc(OC)c1 (stereo not drawn)
 : 0.1	2	0.98	2	8	3	0.92	2	1
[14] CCCCc1ccc(NC(=S)N2CCCC(CO)C2)cc1 (stereo not drawn)
 : 22	-16	1.2	-5	8	-3	0.93	-3	-6
[15] COc1cccc2cc(C(C)OC(=O)Nc3ccc(C)cc3)oc12 (stereo not drawn)
 : -0.6	-1	1	-2	14	7	0.86	-1	-9
[16] O=c1cc(-c2ccsc2)oc2ccccc12
 : -1.6	6	0.94	-1	24	0	0.77	3	-5
[17] Cc1cccn2c(=O)c3cc(C(=O)NCc4ccc(F)cc4)c(=N)n(CC4CCCO4)c3nc12 (stereo not drawn)
 : 0.3	-2	1	2	-21	-3	1.2	3	-3
[18] Cc1[nH]c(C)c(S(=O)(=O)Nc2ccc(OC(F)(F)F)cc2)c1C(=O)N1CCCCC1
 : -0.6	-5	1.1	0	-9	-2	1.1	-3	-2
[19] Cc1cccc2cc(C#N)c(N3CCCC3)nc12
 : 0.6	7	0.93	-2	7	3	0.93	-1	-2
[20] CCn1c(SC)nnc1-c1nnc(SC)n1CC
 : -1.2	-18	1.2	-3	14	-5	0.86	-1	-5
[21] Cc1sc2c(=O)n3c(nc2c1C(=O)NCCCN1CCOCC1)CCCCC3
 : -0.4	2	0.98	1	-3	-12	1	0	-6
[22] CCCCn1c(SCC(=O)Nc2cccc(C)n2)nnc1-c1ccco1
 : -0.5	4	0.96	-3	2	-13	0.98	-1	-7
[23] Cc1ccc(-c2csc3ncn(-n4c(C)ccc4C)c(=O)c23)o1
 : -4.1	-8	1.1	3	9	0	0.91	-6	37
[24] O=C1CC(N2CCN(Cc3ccccc3)CC2)C(=O)N1c1ccccc1 (stereo not drawn)
 : -1.6	1	0.99	-2	6	-11	0.94	-3	-4
[25] Cc1ccc(C2Cc3cc(O)c(O)cc3CN2)cc1 (stereo not drawn)
 : -0.1	5	0.95	0	-10	7	1.1	-4	-7
[26] COc1ccccc1-c1nc(C#N)c(N2CC(C)CC(C)C2)o1 (stereo not drawn)
 : 2.3	4	0.96	1	5	-11	0.95	-5	-5
[27] C/C(CC(=O)Nc1ccc(N(C)C)cc1)=N\NC(=O)C(=O)NCc1ccccc1
 : 0.7	4	0.96	-4	-9	-4	1.1	2	-5
[28] COc1cccc(-c2cc(C(=O)Nc3cc(C)n(Cc4ccc(Cl)cc4)n3)no2)c1
 : 0.3	0	1	3	3	-14	0.97	-2	-4
[29] COc1ccc(Cl)cc1N1Cc2ccccc2C1
 : -0.3	-6	1.1	-2	-18	2	1.2	-6	-7
[30] CN(NC(=O)c1ccc(Cl)cc1Cl)C1=NS(=O)(=O)c2ccccc21
 : 0.4	-8	1.1	-1	20	-8	0.81	6	-8

2 entries drawn at random from those above:
The line under a structure holds: MPTP inh	mIAP inh	mIAP act	APOBEC3A inh	hIAP block	ATG4B inhibitor	hIAP activ	MIN6 prolif	A3G deaminase
[24] O=C1CC(N2CCN(Cc3ccccc3)CC2)C(=O)N1c1ccccc1 (stereo not drawn)
 : -1.6	1	0.99	-2	6	-11	0.94	-3	-4
[28] COc1cccc(-c2cc(C(=O)Nc3cc(C)n(Cc4ccc(Cl)cc4)n3)no2)c1
 : 0.3	0	1	3	3	-14	0.97	-2	-4

The list goes on.
The line under a structure holds: MPTP inh	mIAP inh	mIAP act	APOBEC3A inh	hIAP block	ATG4B inhibitor	hIAP activ	MIN6 prolif	A3G deaminase
[31] CCOc1ccc(CCNC(=O)COC(=O)c2cccnc2OCC)cc1OCC
 : -0.6	-4	1	-1	4	4	0.96	1	-4
[32] Cc1ccc(/C=C(\C#N)C(=O)NCCN2CCOCC2)cc1
 : 0.0	4	0.96	0	5	-6	0.95	-1	-1
[33] COC(=O)C1=C(O)/C(=C/c2cccc(OC)c2O)N=C1C
 : 2.8	11	0.89	3	10	-5	0.9	0	-1
[34] CSc1nnc(C)c(=O)n1COC(=O)/C=C/c1ccccc1
 : -1.1	1	0.99	-1	9	12	0.91	-1	1
[35] COC(=O)CSc1nc(N)c2c3c(sc2n1)C(c1ccccc1)SC(c1ccccc1)C3 (stereo not drawn)
 : -3.4	20	0.8	-1	1	5	0.99	-5	43*
[36] O=C(CCCOc1ccccc1)Nc1ccc(S(=O)(=O)N2CCOCC2)cc1
 : 0.6	-6	1.1	4	-8	-12	1.1	0	2
[37] COc1cc(OC)c2c(-c3cccc(-c4ccc(OC)c(F)c4)c3)cc(=O)oc2c1
 : -0.2	2	0.98	0	x	x	x	x	-1
[38] COC(=O)c1c(NC(=O)CN2C(=O)C(=O)N(CC(C)C)C2=O)sc(C)c1C
 : 1.1	-3	1	-3	8	6	0.92	-3	-6
[39] CC1CCc2c(sc3nc(CN4CCOCC4)nc(N4CCc5ccccc5C4)c23)C1 (stereo not drawn)
 : 17	5	0.95	-5	12	15	0.88	-2	3
[40] Cc1nc2ncnn2c(C)c1CCC(=O)N1CCN(C(=O)c2ccco2)CC1
 : -0.1	-8	1.1	2	4	-10	0.96	1	1
[41] Cc1ccc(C2(C)NC(=O)N(CC(=O)NCc3cccs3)C2=O)cc1 (stereo not drawn)
 : 2.1	4	0.96	0	-1	3	1	-2	-6
[42] CCN(CC)S(=O)(=O)c1ccc(/C=C/C(=O)O)cc1
 : -0.2	-4	1	4	4	5	0.96	-3	1
[43] O=C(Cc1c(Cl)cccc1Cl)NC1=NCCS1
 : 2.8	-6	1.1	-8	-4	x	1	-7	-4
[44] CCN(CC)c1ccc2cc(-c3nc4ccccc4[nH]3)c(=O)oc2c1
 : -0.2	-40	1.4	-279	15	-14	0.85	-6	-401
[45] O=C(C1CCC(CNS(=O)(=O)c2cccc3nsnc23)CC1)N1CCN(c2ccccn2)CC1 (stereo not drawn)
 : -1.6	6	0.94	-5	12	-9	0.88	-3	-17
[46] CCOc1ccc(NC(=O)CN2C(=O)CSC2=O)cc1
 : 0.0	6	0.94	-7	-17	5	1.2	-3	-15
[47] CSc1nc2ccc(NS(=O)(=O)c3c(Cl)cccc3Cl)cc2s1
 : 1.1	12	0.89	3	-28	-20	1.3	0	2
[48] O=C(Nc1ccc(F)cc1)Nc1ccccc1N1CCCCC1
 : 85*	-161	2.6*	-2	-11	11	1.1	-2	-8
[49] CC12CC3(C)CC(C)(C1)CC(C(=O)NCc1cccnc1)(C2)C3
 : 2.0	0	1	-4	-31	1	1.3	0	-7
[50] CCOC(=O)[C@H]1[C@H]2COc3ccc(C)cc3[C@@H]2N2C(=O)CN(Cc3ccc(OC)cc3)C(=O)[C@@]12C
 : -1.9	9	0.91	-5	-2	-13	1	-1	-8
[51] O=C(O)CCSc1nnc(COc2cccc3ccccc23)n1-c1cccc(Cl)c1
 : -0.2	12	0.88	-5	-6	0	1.1	-3	-8
[52] COc1ccc(CCN(C)C2CC(=O)N(c3ccccc3)C2=O)cc1OC (stereo not drawn)
 : 1.3	6	0.94	-2	9	-7	0.91	-3	-6
[53] CC1CCCC(NC(=O)C2CC(=O)N(Cc3ccccc3)C2)C1C (stereo not drawn)
 : -2.0	-2	1	3	4	-3	0.96	-2	-2
[54] CCCCCC(=O)Nc1cc(S(=O)(=O)N2CCCCC2)ccc1N1CCOCC1
 : 0.2	3	0.97	-6	12	3	0.88	-2	-4
[55] COCCN(C(=O)c1cc(S(=O)(=O)N2CCCCC2)ccc1Cl)c1c(N)n(CC(C)C)c(=O)[nH]c1=O
 : 0.3	-3	1	-5	-24	-5	1.2	-2	-7
[56] COc1ccc(Cl)cc1NC(=O)CC(C)=O
 : -1.3	-3	1	-3	-7	-4	1.1	-4	-5
[57] CCOc1cccc(C(=O)Nc2cc(C)ccc2NC(=O)c2ccco2)c1
 : -0.5	-3	1	-4	4	-11	0.96	-2	-10
[58] Cc1nn(CC(=O)c2ccc(Cl)s2)c(C)c1[N+](=O)[O-]
 : 1.6	6	0.94	1	6	-1	0.94	3	-8
[59] CCCc1ccc(-c2csc(NC(=O)C3=COCCO3)n2)cc1
 : 2.3	12	0.88	-4	1	3	0.99	-8	-7
[60] O=C(NCCNC(=O)c1ccco1)c1ccc(Cl)c(Cl)c1
 : 1.6	-2	1	-5	0	7	1	0	1
[61] Cc1ccc(Oc2ccc(S(=O)(=O)N3CCOCC3)cc2C(N)=O)c(-n2nc3ccccc3n2)c1
 : 3.7	8	0.92	-2	10	-11	0.9	-3	-3
